Assay outcomes deposited in PubChem BioAssay by National Center for Advancing Translational Sciences (NCATS).
APEX1 inh: blocks human APE1 abasic DNA cleavage. P27695. recombinant APE1, TAMRA/BHQ-2 abasic DNA cleavage fluorescence. Potency, µM (doses to about 65.8 µM), for inactives: at the top dose activity change, negative = inhibition, actives largely listed as inhibitors. actives 0.35% (n = 350,000);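 also: potency is read from the fitted curve at half-maximal effect; plate controls were vehicle for no effect and reference inhibitor for full effect; nearly all actives have a fitted effect of over 55% in size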
Target sequence (P27695 whole entry, looked up): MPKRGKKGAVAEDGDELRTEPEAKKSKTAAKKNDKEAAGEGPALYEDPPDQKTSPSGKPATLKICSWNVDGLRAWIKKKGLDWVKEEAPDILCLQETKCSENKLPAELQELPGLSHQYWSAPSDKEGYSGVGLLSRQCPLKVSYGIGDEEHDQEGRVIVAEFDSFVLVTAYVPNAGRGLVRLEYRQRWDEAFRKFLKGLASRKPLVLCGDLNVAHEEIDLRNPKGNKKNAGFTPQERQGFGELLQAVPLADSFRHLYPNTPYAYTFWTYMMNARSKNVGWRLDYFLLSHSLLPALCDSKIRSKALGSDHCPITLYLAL
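Quantitative HTS: incision of a TAMRA/BHQ-2 double-stranded substrate bearing a tetrahydrofuran abasic site by 0.75 nM APE1 raises fluorescence. Substrate 50 nM final, added after 15 min compound preincubation at room temperature; progress as third-minus-first kinetic read difference.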
ERG-DNA inh: blocks human ERG Ets domain binding to DNA; fluorescence polarization, His-ERG Ets domain / labelled DNA; Potency, µM (doses to about 76.9 µM), inactives show at the top dose FP activity, negative = inhibition, actives largely listed as inhibitors; actives 0.028% (n = 370,000); active = well fitted inhibition curve with a large enough effect in the polarisation, with a control signal flat; inconclusive = small, poorly fitted or top-dose-only effect, or effect the other way, or a change in a side signal; inactive = no such curve, though single readings can be large or run the other way; the % refers to the polarisation;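 also: polarization taken with two DNA probes labelled with fluorescein and Texas red; potency is read from the fitted curve at half-maximal effect; % of control where 0% means no effect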
Target sequence (P11308 whole entry, looked up, the tested form may be a part): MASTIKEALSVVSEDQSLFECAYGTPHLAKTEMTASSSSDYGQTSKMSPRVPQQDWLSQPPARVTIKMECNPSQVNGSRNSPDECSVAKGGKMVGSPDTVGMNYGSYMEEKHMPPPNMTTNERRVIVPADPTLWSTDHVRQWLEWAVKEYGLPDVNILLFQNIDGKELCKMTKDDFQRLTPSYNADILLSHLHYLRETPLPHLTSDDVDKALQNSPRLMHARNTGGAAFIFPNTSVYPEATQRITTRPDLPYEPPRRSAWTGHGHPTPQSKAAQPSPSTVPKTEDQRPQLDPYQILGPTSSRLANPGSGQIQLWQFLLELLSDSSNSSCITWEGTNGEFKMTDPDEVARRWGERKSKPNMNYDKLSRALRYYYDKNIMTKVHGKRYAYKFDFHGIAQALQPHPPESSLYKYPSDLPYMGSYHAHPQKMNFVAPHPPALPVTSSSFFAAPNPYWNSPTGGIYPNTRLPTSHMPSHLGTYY
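His-tagged ERG Ets domain (1 uM in the protein solution; 300mM KCl, 50mM Tris-HCl, 1mM EDTA, 1mM DTT, pH 7.5) received compound, then a probe mix of 5 nM fluorescein-DNA and 100nM Texas-615-DNA. Fluorescence polarization was read for both dyes.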
LDHA block: LDHA (human) enzyme inhibition | P00338 | purified LDHA, NADH/diaphorase-resazurin fluorescence; stronger effect = lower value | activity change, % (values are at about 110 or 230 µM) | actives 0.15% (n = 480,000); in the data active = activity change below about -30%; inconclusive = mostly about -25% to -30%;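 also: plate controls were DMSO wells for no effect and wells without enzyme for full effect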
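Enzyme activity of human lactate dehydrogenase 5 (2 nM; 0.06 mM NADH, 0.2 mM pyruvate, 5 min, RT) is measured via a resazurin/diaphorase fluorescence readout of residual NADH.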
Pol kappa inh: DNA polymerase kappa (human) inhibition | Q9UBT6 | purified Pol kappa, fluorescent DNA synthesis assay, 10 min | Potency, µM (highest dose often 107 µM), for the others: at the highest dose activity, negative = inhibition, hits mostly inhibitors | actives 0.53% (n = 400,000); also: potency is read from the fitted curve at half-maximal effect; % is scaled to controls: 0 for no effect and ±100 for the full control effect
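Fluorescent qHTS in 1536-well format: enzyme (10 nM) and compound sat 15 min at room temperature before 50 nM substrate (final) was added. Signal taken at 0 and 10 min; no-enzyme buffer wells were negative controls.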
12-LOX inh: blocks human arachidonate 12S-lipoxygenase; Potency, µM (top dose mostly 108 µM), for inactives: top-dose activity change, negative = inhibition, usual class: inhibitors; P18054; purified 12hLO, xylenol orange hydroperoxide absorbance; AID 1671190; actives 1.1% (n = 580,000); also: potency is read from the fitted curve at half-maximal effect; % is scaled to controls: 0 for no effect and ±100 for the full control effect
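Hydroperoxide product was detected by ferrous iron/xylenol orange as the 573 to 405 nm absorbance ratio. Arachidonic acid at 40 uM (final) was turned over for 30 min at room temperature by 150 nM human 12hLO, pH 7.0 Hepes buffer, after 15 min compound preincubation.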
Pol beta inh: blocks human DNA polymerase beta activity; P06746; Pol beta primer extension/strand displacement, fluorescence kinetic; Potency, µM (highest dose often 114 µM), without a hit: at the top dose activity change, negative = inhibition, hits mostly inhibitors; actives 1.3% (n = 340,000); AID 485314; also: potency is read from the fitted curve at half-maximal effect; % is scaled to controls: 0 for no effect and ±100 for the full control effect
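Homogeneous kinetic assay of primer extension and strand displacement by 10 nM Pol beta, preincubated 15 min at room temperature with compound before 50 nM substrate (final) was added. Read at 0 and 10 min; four-parameter Hill fit.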
Apoferritin bind: binds horse apoferritin like a general anesthetic; P02791; apoferritin/1-aminoanthracene competitive binding, fluorescence; Potency, µM (titrated, usually from 77.5 µM), for inactives: at the top dose activity change, negative = displacement, actives largely listed as inhibitors; actives 0.074% (n = 350,000); AID 485281; also: potency is read from the fitted curve at half-maximal effect; % is scaled to controls: 0 for no effect and ±100 for the full control effect; nearly all actives have a fitted effect of over 20% in size
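Read-out: endpoint 1-AMA fluorescence, excitation 380 nm and emission 535 nm, after compounds sit 10 min at room temperature with 10 uM horse-spleen apoferritin in 50% saturated 1-AMA/PBS. Values come from four-parameter Hill fits.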
RGS4 inh: human RGS4 inhibition; actives 0.039% (n = 390,000); AID 504845; Transcreener GDP fluorescence polarization, RGS4-accelerated GTP hydrolysis; P49798; Potency, µM (top dose mostly 114 µM), without a hit: top-dose activity change, negative = inhibition, hits mostly inhibitors; also: potency is read from the fitted curve at half-maximal effect; % is scaled to controls: 0 for no effect and ±100 for the full control effect; nearly all actives have a fitted effect of over 75% in size; some results filed as inactive show a strong effect at the top dose
Target sequence (P49798 whole entry, looked up): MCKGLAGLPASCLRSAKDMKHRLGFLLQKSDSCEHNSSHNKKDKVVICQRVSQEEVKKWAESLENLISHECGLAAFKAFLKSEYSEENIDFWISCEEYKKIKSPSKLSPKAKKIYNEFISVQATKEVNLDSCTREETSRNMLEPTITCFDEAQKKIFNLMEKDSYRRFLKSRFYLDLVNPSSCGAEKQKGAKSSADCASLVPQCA
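MLSMR compounds (23 nl, pin-transferred) preincubated 10 min at room temperature with a 500nM (2x) first reagent, then RGS4 at 900nM (2x) plus Transcreener GDP mix added; fluorescence polarization (620/688 nm) read before and after 90 min at 30 °C.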
Pol eta inh: DNA polymerase eta (human) inhibition; Q9Y253; recombinant Pol eta, fluorescent DNA replication assay; Potency, µM (top dose mostly 114 µM), for the others: at the highest dose activity change, negative = inhibition, hits mostly inhibitors; actives 1.2% (n = 390,000); AID 588591; also: potency is read from the fitted curve at half-maximal effect; % is scaled to controls: 0 for no effect and ±100 for the full control effect
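Pol eta at 10 nM preincubated with compounds 15 min at room temperature; reaction started with fluorescent substrate (50 nM final) and read kinetically at 0 and 10 min.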
Starred values were filed as active, the others as inactive; ? = inconclusive; . = not tested or not shown; & = joins results of further samples; [ ] = remark or other dose. Unless noted, calls follow the shape of the dose curve; as a rule, active = well fitted curve in the direction sought with a large enough effect; inconclusive = small, poorly fitted or top-dose-only effect, or another doubt; inactive = no such curve, though single readings can be large; an effect the other way counts as inactive or inconclusive.

SMILES	APEX1 inh	ERG-DNA inh	LDHA block	Pol kappa inh	12-LOX inh	Pol beta inh	Apoferritin bind	RGS4 inh	Pol eta inh
Cc1ccc(N2CCN(S(=O)(=O)c3ccc(Cl)c4ccccc34)CC2)c(C)c1	.	-0.2%	1.4	-5.8%	0.0%	-1.1%	1.2%	-17.4%	-17.6%
COc1ccc(NC(=O)CN(C)C(=O)CC2CCCCC2)cc1	-15.7%	-2.7%	-6.2	-11.3%	12.6%	.	.	15.8%	1.5%
Cc1ccc(-c2nnn(CCOc3cccc(Br)c3)n2)cc1	1.3%	3.2%	-3.5	-21.9%	-20.1%	11.6%	-7.1%	-1.5%	-6.9%
Cc1ccc(S(=O)(=O)N2CCN(Cc3noc(CCC(=O)N4CCCCC4)n3)CC2)c(C)c1	.	0.0%	-1.6	5.0%	-0.3%	16.0%	-5.4%	-10.8%	-10.8%
Cc1cc(C)n(S(=O)(=O)c2cccc(Cl)c2Cl)n1	-1.2%	.	-9.2	-8.4%	-24.9%	1.9%	?	-6.5%	-10.4%
Cc1cc(C)cc(OCC(=O)Nc2nc(-c3cccnc3)cs2)c1	1.7%	10.6%	-6.3	-6.7%	16.8%	38.5%	-3.1%	?	8.8%
O=C(NCCCN1CCOCC1)c1ccc2c(=O)n(Cc3ccc(Cl)cc3)c(=S)[nH]c2c1	20.2%	2.9%	1.4	5.5%	-17.2%	8.6%	-13.4%	-17.9%[56.9 µM]	-10.9%
COc1ccccc1C1c2[nH]c3ccccc3c2C[C@H]2C(=O)N(C3CCN(Cc4ccccc4)CC3)CC(=O)N12 (some centres undefined)	-10.7%	-1.7%	2.2	3.3%	0.5%	16.1%	-5.2%	-27.1%	-15.3%
COc1cccc(/C=N/NC(=O)CCn2nnc3ccccc32)c1	-1.7%	-6.6%	-4.8	-15.6%	11.9%	-12.6%	-15.7%	-5.1%[11.4 µM]	-20.5%
CCO[C@@H]1OC(C(=O)Nc2ccccc2)=C[C@H](c2ccc(Br)cc2)[C@H]1CCCO	-3.9%	-4.6%	3.9	-5.3%	?	-0.3%	-11.1%	-12.0%	-10.8%
NC(=O)c1ncn([C@@H]2O[C@H](CO)[C@@H](O)[C@H]2O)c1N	-3.0%	.	.	14.2%[60.1 µM]	-22.3%[22.9 µM]	.	1.7%	.	.
CC(C)CC(=O)NC(=S)Nc1ccc(NC(=O)c2ccco2)cc1	-1.8%	-6.1%	-2.1	-4.7%	-23.4%	0.6%	1.9%	-15.3%	-20.0%
Cc1ccc(NCC(=O)N/N=C\c2ccc[nH]2)cc1	6.1%	-0.1%	-1.5	0.2%	324.9%[activator]	0.3%	?	0.3%	-17.7%
Cc1ccc(-c2nc3cc(N)ccc3o2)cc1Br	1.3%	8.7%	-0.5	-15.9%	4.1%	4.0%	-12.2%	3.0%	4.8%
Cc1ccc([C@H]2C(C(=O)O)=CC[C@@H](c3cccc(Cl)c3)N2S(=O)(=O)c2ccc(C)cc2)cc1	.	2.5%	-0.9	7.3%	?	.	.	-4.6%	-5.2%
Cc1cc(C=O)c(C)n1-c1ccc(Cl)c(C(=O)O)c1	5.62µM*	6.9%	-3.8	22.4µM*	?	3.16µM*	0.1%	8.1%	3.16µM*
CCOC(=O)C1=C(C)NC(C)=C(C(=O)OCC)C1C	0.4%&2.2%	0.3%	-2.2	-6.5%	30.5%[activator]	25.5%&4.8%	-10.7%&-0.1%	28.8%	-19.3%
CCc1nnc(SCc2cn3c(C)cc(C)nc3n2)n1N	0.3%	-0.4%	-4.7	-2.5%	?	4.6%	36.4%[activator]	-8.4%	0.4%
COc1ccc(N(C(C)C(=O)NN=C2CCCCCCC2)S(C)(=O)=O)cc1 (centres undefined)	-0.7%	2.5%	-9.3	-7.9%[60.1 µM]	3.1%	-7.2%	-8.0%	11.7%[11.4 µM]	-8.2%
COC(=O)c1cc(-c2c(-c3cc(OC)c(OC)c(OC)c3)noc2C)cc([N+](=O)[O-])c1	5.4%	0.2%	-1.6	-3.9%&-15.9%	3.9%	-2.9%	-22.2%	10.9%	-7.8%
Cc1nnsc1C(=O)Nc1ccc(S(=O)(=O)N2CCCCC2C)cc1 (centres undefined)	-4.4%	-2.9%	-1.6	-9.1%	33.8%[activator]	-1.2%	-14.9%	-0.3%	-10.0%
O=C(CCc1ccccc1)NC(=S)Nc1cc(C(F)(F)F)ccc1N1CCOCC1	15.2%	-2.6%	2.8	-7.8%	?	1.5%	-22.3%	-24.9%	-9.3%
Cc1cc(C)n2nnnc2c1C#N	-1.9%	-2.1%	-0.5	5.4%	33.8%[activator]	1.3%	-2.2%	-14.0%	-7.9%
O=C(c1cccc(F)c1)N1CCN(c2cc(N3CCCCC3)c(F)cc2[N+](=O)[O-])CC1	-6.7%	-1.3%	-7.5	-9.9%	-22.3%	-2.2%	-5.3%	18.5%	-11.0%
Cc1nnc(NC(=O)C23CC4CC(C)(CC(C)(C4)C2)C3)s1	.	-1.6%	-4.0	9.0%	-19.9%	.	.	-28.4%	-15.0%
CCOc1ccc(C(=O)NCC(=O)N2CCCCCCC2)cc1OCC	3.5%	0.6%	-3.5	-28.2%	-0.3%	.	.	24.7%	-16.1%
CC(=O)c1nnn(-c2ccccc2C#N)c1C	0.2%	6.2%	4.8	2.0%	41.9%[activator]	0.1%	-3.9%	-7.5%	-21.3%
COc1ccc(/C(C)=N/NC2=NCCN2)cc1Cl	8.5%	-20.1%	-0.3	4.7%	0.0%	19.1%	-11.9%	4.2%	-25.2%
O=C(O)c1cc([N+](=O)[O-])ccc1NCc1cccnc1	22.2%	-0.9%	-4.1	-20.5%	?	1.9%	-5.3%	5.7%	-3.1%
Cc1nn(CCC(=O)NNC(=S)Nc2cccc(Cl)c2)c(C)c1[N+](=O)[O-]	-1.8%	0.5%	-1.4	-9.5%	-3.0%	-13.5%	-16.7%	-42.7%	-21.6%
COc1ccc(-c2nn(-c3ccccc3)cc2/C=N/O)cc1OC	17.3%	-3.4%	-0.2	1.0%	12.2%	13.3%	-1.3%	?	-6.2%
COc1cc(NC(=O)c2ccc(F)cc2)c(OC)cc1NC(=O)CN1CCOCC1	-1.8%	2.0%	6.8	-12.4%	-4.4%	-15.5%	-11.1%	36.5%	-2.6%
COC(=O)c1sccc1NC(=O)CN(C)NS(=O)(=O)c1ccc(F)cc1	-3.7%	-5.3%	-12.7	-16.2%	32.3%[activator]	10.4%	-20.2%	-2.5%	-8.8%
CCCS(=O)(=O)N1CCN=C1SCc1cccnc1	-0.5%	-10.8%	-4.1	-1.7%	0.1%	1.3%	-10.4%	-6.2%	-13.9%
Cc1ccc(NC(=S)N2CCN(c3ccccn3)CC2)c(C)c1	2.6%	-10.8%	-7.4	1.5%[60.1 µM]	-10.8%	5.2%	-2.3%	10.5%	4.1%
Cc1cccc(OCCn2nnc3sc4c(c3c2=O)CCCC4)c1	.	-6.4%	-0.6	-23.9%	-18.8%	20µM*	?	16.2%	.
O=[N+]([O-])c1ccc(Sc2nccn2Cc2ccccc2)cc1	-2.9%	.	-0.5	-8.4%	10.8%	4.7%	?	-6.1%	-5.2%
O=C(O)c1ccc(Nc2nc3ccc(Cl)cc3[nH]2)cc1	42.4%	11.7%	-16.8	-11.6%	?	?	-13.7%	10.6%	2.5%
Cc1cccc(NC(=O)N2CCCCCC2)c1	27.1%	-4.7%	-0.7	8.0%	1.9%	3.0%	?	-20.5%	-14.0%
COc1ccc(OC)c(CC(NC(C)=O)C(=O)NC2CCN(S(=O)(=O)c3ccc(NC(C)=O)cc3)CC2)c1 (centres undefined)	29.7%	-14.4%	-2.0	5.6%	-4.4%	27.0%	-0.8%	-5.0%	-3.2%
Cc1cc(Nc2cc(Cl)ccc2C)n2nc(-c3ccccc3)nc2n1	.	12.8%	-0.1	12.7%	-8.7%	14.8%	?	-17.9%	-13.6%
O=C(NCc1ccc(F)cc1)C1CCCN(c2ncnc3onc(-c4ccc(F)cc4)c23)C1 (centres undefined)	.	1.9%	0.6	-16.1%	0.0%	7.8%	49.1%[activator]	6.1%	-25.4%
CC1=NC2(CCCc3c2no[n+]3[O-])N(O)C1(C)C (centres undefined)	-6.8%	-8.9%	7.4	2.4%	-6.1%	9.8%	-5.4%	-6.5%	-4.0%
CCN(CC)S(=O)(=O)c1ccc2[nH]c(=O)cc(C(=O)Nc3ccccc3N3CCOCC3)c2c1	7.2%	-2.4%	-9.9	-5.3%	0.7%	.	.	7.6%	-20.1%
CCCOC(=O)c1ccc(NC(=O)c2nc3nc(C)cc(C)n3n2)cc1	-4.1%	0.0%	-3.0	-5.1%	-10.9%	16.7%	-2.0%	0.1%	-8.9%
Cc1ccc(NC(=O)COc2ccccc2[N+](=O)[O-])nc1	2.6%	1.1%	-5.3	-9.1%	0.9%	24.8%	-3.2%	-8.5%	-19.6%
COc1ccccc1NC(=O)Cn1c(C)cc(=O)c2cccc(OC)c21	16.2%	13.3%	-8.0	-9.1%	0.0%	-1.7%	58.2%[activator]	-20.6%	-12.7%

A portion of the library; rates above refer to the full screens.
